High-throughput results as filed in PubChem BioAssay.
pAkt inh = HTS Assay for Inhibitors of Akt Phophorylation: Primary Screen | AID 651550, 2012 | activity change, % for hits at 50 µM | 360,000 tested, 0.32% active | Neuro2A IGF-stimulated pAkt S473 HTRF, 20 min; hits give low values; in the data active means activity change below about -80%; inconclusive means mostly about -51% to -80%; further: on the % scale 0 is the no-effect control and ±100 the full control effect
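Neuro2A cells in DMEM with 0.5% FBS, overnight at 37 deg C, given compound at single 50 µM final, then IGF (6 nM final) for 20 min at 37 deg C. Lysed; phospho-Akt Ser473 by HTRF after 24 h, 665/615 ratio.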
Nrf2 ARE act = qHTS of Nrf2 Activators; AREc32 ARE-luciferase reporter (MCF7-derived line), luminescence, 24 h; Potency, µM (titrated, usually from 46.1 µM), for inactives: top-dose activation, actives largely listed as activators; 410,000 tested, 0.31% active; AID 624171, 2012; further: potency means the concentration at half of the fitted maximal effect; % of control where 0% means no effect; nearly all actives have a fitted effect of over 65% in size
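For detection, Steady-Glo was added and plates sat 30 min at RT; before that, AREc32_Fluc cells grown overnight in OPTI-MEM/5% FBS had been treated with 23 nL compound for 24 hr at 37 deg C.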
S2 tox = Viability Counterscreen for Primary qHTS for Inhibitors of ATXN expression | S2 cells (HEK-293 line with an ATXN2-luciferase reporter) viability, CellTiter-Fluor protease fluorescence, 24 h | Potency, µM (titrated, usually from 56.7 µM), hits mostly cytotoxic | 400,000 tested, 0.49% active; further: potency means the concentration at half of the fitted maximal effect; nearly all actives have a fitted effect of over 40% in size
A549 viability = Nrf2 qHTS screen for inhibitors: counterscreen for cytotoxicity. A549 ARE-Fluc cells, CellTiter-Fluor viability, 18-24 h. Potency, µM (highest dose often 46 µM), inactives show at the top dose activity change, negative = cytotoxicity, most hits filed as inhibitors. 390,000 tested, 0.16% active. AID 504648, 2011; further: potency means the concentration at half of the fitted maximal effect; on the % scale 0 is the no-effect control and ±100 the full control effect
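A549 ARE_Fluc cells in 5% FBS OPTI-MEM were exposed to compounds in concentration-response for 18-24 h at 37 deg C. Viability was read by CellTiter-Fluor fluorescence (Ex 405/Em 525) after 30 min, before the luciferase read.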
HepG2 tox = qHTS for Inhibitors of TGF-b: Cytotox Counterscreen; Potency, µM (doses to about 46.1 µM), for inactives: at the highest dose activity change, negative = cytotoxicity, actives largely listed as cytotoxic; HepG2 CAGA-GFP viability, ATP luminescence, 18 h; 410,000 tested, 0.76% active; AID 588856, 2011; further: potency means the concentration at half of the fitted maximal effect; some results filed as inactive show a strong effect at the top dose
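HepG2 CAGA-GFP cells (1000/well, DMEM with 1% FBS) received compound, then TGF-beta at 500 pg/mL final, and were incubated 18 hours at 37 degrees C. Viability was read by CellTiter-Glo luminescence. Media-only wells were set as complete cell-killing and DMSO as no toxicity.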
TGFb SMAD3 inh = qHTS for Inhibitors of TGF-b; HepG2 CAGA-GFP TGF-b/SMAD3 reporter, GFP fluorescence, 18 h; TGF-beta stimulated, 500 pg/mL final; Potency, µM (series often up to 46.1 µM), inactives show at the top dose activity, negative = inhibition, usual class: inhibitors; 410,000 tested, 1.2% active; further: potency means the concentration at half of the fitted maximal effect; on the % scale 0 is the no-effect control and ±100 the full control effect; nearly all actives have a fitted effect of over 65% in size
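First, reporter cells (HEPG2 CAGA-GFP) rested 2 h at 37 degrees C. Next, compounds were pinned in and TGF-beta added to 500 pg/mL final. After 18 h, GFP was imaged per cell and summed per well.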
CCT chaperon mod = High-Throughput Screening for Modulators of Cytosolic Chaperonin Activity; 360,000 tested, 0.3% active; purified chaperonin ATPase assay, HTRF ADP detection, 30 min; AID 651819, 2012; activity change, % (test concentration not listed), hits read low; in the data active means activity change below about -30%; further: on the % scale 0 is the no-effect control and ±100 the full control effect
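TRiC at 40 or 20 nM final (batch-dependent) in 30 mM Tris pH 7.4, 100 mM KCl, 5 mM MgCl2, 1 mM DTT, with compound at single 76 uM and 10 uM ATP, 30 min at 37 deg C. ADP detected by HTRF Transcreener, 665/615 ratio.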
MmCpn inh = Inhibitors of TCP-1 ring complex (TRiC) of Methanococcus maripaludis (MmCpn): qHTS. Chaperonin Mm-Cpn (Methanococcus maripaludis). purified Mm-Cpn ATPase, ADP Transcreener TR-FRET. Potency, µM (highest dose often 76.9 µM), for the others: at the highest dose activity, negative = inhibition, usual class: inhibitors. 330,000 tested, 0.031% active. AID 504842, 2011; further: potency means the concentration at half of the fitted maximal effect; on the % scale 0 is the no-effect control and ±100 the full control effect; nearly all actives have a fitted effect of over 80% in size
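Quantitative HTS used 25 nM Mm-CPN and 10 uM ATP in magnesium/KCl Tris buffer, pH 7.4, with 1 mM DTT. Hydrolysis ran 30 min at 37°C; ADP was read by HTRF.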
Nrf2 inh = Nrf2 qHTS screen for inhibitors | A549 ARE-Fluc reporter, luciferase luminescence, 18-24 h | Potency, µM (doses to about 46 µM), for the others: at the top dose activity change, negative = inhibition, usual class: inhibitors | 360,000 tested, 2.1% active | AID 504444, 2011; further: potency means the concentration at half of the fitted maximal effect; on the % scale 0 is the no-effect control and ±100 the full control effect; nearly all actives have a fitted effect of over 60% in size
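In this cell-based qHTS, ARE-driven firefly luciferase in A549 cells reports Nrf2 activity; the luminescent signal after BugLite lysis is the measured value, with a prior CellTiter-Fluor read for cell health.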
Starred values were filed as active, the others as inactive; i = inactive; ? = inconclusive; nt = not tested or not shown; [ ] = dose if it differs, or a comment. Unless noted, the call rests on the fitted dose curve; in most records, active means well fitted curve in the direction sought with a large enough effect; inconclusive means small, poorly fitted or top-dose-only effect, or another doubt; inactive means no such curve, though single readings can be large; an effect the other way counts as inactive or inconclusive.

SMILES | pAkt inh | Nrf2 ARE act | S2 tox | A549 viability | HepG2 tox | TGFb SMAD3 inh | CCT chaperon mod | MmCpn inh | Nrf2 inh
CC(=O)N1CCN(c2ncnc3ccccc23)CC1 | i | -1.2% | i | 3% | 2% | -3% | 1.1 | 3% | -7%
COc1ccccc1CNC(=O)C(=O)NCCC1CCCCN1S(=O)(=O)c1ccccc1 (centres undefined) | i | -1.2% | i | ? | -10% | 12% | -0.8 | 0% | ?
O=C(/C=C/c1cccc([N+](=O)[O-])c1)NC(=S)Nc1ccc(CN2CCOCC2)cc1 | i | 3.6% | i | -6% | -4% | -10% | -0.7 | 1% | ?
Cc1ccc(CNC(=O)C(OC(=O)c2ccco2)C(C)C)cc1 (centres undefined) | i | -0.7% | i | -3% | -5% | -17% | -3.1 | 1% | -1%
Cc1c(C(=O)NCCN2CCOCC2)oc2ccc(S(=O)(=O)N3CCCCCC3)cc12 | i | -0.3% | ? | -5% | -18% | 5% | -1.9 | 2% | -11%
COc1ccc(C(=O)Nc2cnn(Cc3c(F)cccc3Cl)c2)cc1OC | i | 5.7% | i | -8% | 1% | 13% | -3.3 | 0% | ?
Cc1ccc(S(=O)(=O)NC(=O)COc2cc(C)ccc2C(C)C)cc1 | i | -1.4% | i | 0% | 0% | 0% | -1.3 | 0% | -21%
CCCCNC(=O)CN(c1cccc(F)c1)S(C)(=O)=O | i | 2.7% | i | 6% | 1% | -7% | 2.8 | 0% | 19%
O=C(c1ccc(CS(=O)c2ccccc2Cl)o1)N1CCN(c2ccccn2)CC1 (centres undefined) | nt | -0.4% | i | -11% | 2% | 15% | -1.1 | 0% | ?
O=C(NCc1ccc2c(c1)OCO2)C1(S(=O)(=O)c2ccccc2)CC1 | i | -0.1% | i | 11% | -2% | -8% | 1.9 | 2% | 4%
Fc1ccccc1-c1cc2ncccc2cn1 | i | 25% | i | 13% | -6% | -15% | 1.0 | 1% | ?
CCc1ccccc1NC(=O)C1c2ccccc2Oc2ccccc21 | i | -1.0% | i | 25% | -4% | 12% | -2.7 | 0% | 13%
CSCCC(NS(=O)(=O)Cc1ccccc1)C(=O)NNc1ccccc1 (centres undefined) | i | 0.3% | ? | nt | 5% | -1% | -2.0 | nt | nt
O=C(COc1ccc(Cl)cc1)Nc1nnc2n1CCS2 | nt | -0.7% | i | 1% | -15% | 15% | nt | nt | nt
O=C(COc1ccc(Cl)cc1)NNC(=O)C(=O)NC1CCCCC1 | i | 0.5% | i | -4% | -47% | 0% | -3.9 | -1% | -6%
O=C(O)CN1CCN(C(c2ccccc2)c2ccccc2)CC1 | i | -0.2% | i | -1% | 15% | 19% | -2.2 | 1% | 9%
S=C(NCc1ccco1)N/N=C/c1ccc(Cl)cc1 | i | 4.6% | i | 14% | -90% | 13µM* | -2.2 | 2% | 10%
Cc1cc(C)cc(N(C(=O)c2ccc3c(c2)OCO3)C2C=CS(=O)(=O)C2)c1 (centres undefined) | i | -0.6% | i | -3% | 0% | -1% | -1.0 | -1% | 0%
CC(=O)N1CCN(c2ccc(NC(=O)c3ccc(F)cc3)cc2)CC1 | i | 3.5% | i | -1% | 2% | 16% | 0.5 | 1% | 11%
CCc1nc(N2CCCCC2C(=O)O)c2oc3ccccc3c2n1 (centres undefined) | i | 3.5% | i | -19% | -27% | 0% | -0.6 | -4% | ?
CCOc1ccc(-n2cc(-c3ccccc3)c3c(N4CCOCC4)ncnc32)cc1 | i | 0.2% | i | 7% | -27% | 13% | 0.9 | ? | ?
CC(C)[C@H](NC(=O)c1ccccc1Cl)C(=O)Nc1nc(-c2ccccn2)cs1 | i | -0.2% | ? | -27% | -27% | 1% | 0.2 | -7% | 15µM*
COC(=O)c1ccc(NC(=O)CO/N=C2\CCCc3nonc32)cc1 | i | 0.1% | i | 4% | -12% | ? | -16 | 0% | -20%
COc1cc(/C=C/C(=O)OCC(=O)NC(=O)NC(C)C)ccc1O | i | 4.5% | i | 10% | -4% | 0% | 0.0 | 2% | 24%

Complete entries, looked up by structure.
Record of O=C(O)CN1CCN(C(c2ccccc2)c2ccccc2)CC1 → pAkt inh: i; Nrf2 ARE act: -0.2%; S2 tox: i; A549 viability: -1%; HepG2 tox: 15%; TGFb SMAD3 inh: 19%; CCT chaperon mod: -2.2; MmCpn inh: 1%; Nrf2 inh: 9%
Record of COC(=O)c1ccc(NC(=O)CO/N=C2\CCCc3nonc32)cc1 → pAkt inh: i; Nrf2 ARE act: 0.1%; S2 tox: i; A549 viability: 4%; HepG2 tox: -12%; TGFb SMAD3 inh: ?; CCT chaperon mod: -16; MmCpn inh: 0%; Nrf2 inh: -20%

The listing continues.
SMILES | pAkt inh | Nrf2 ARE act | S2 tox | A549 viability | HepG2 tox | TGFb SMAD3 inh | CCT chaperon mod | MmCpn inh | Nrf2 inh
C/C=C/Cn1c(SC)nc2c1c(=O)[nH]c(=O)n2C | i | 0.1% | i | -1% | -1% | 0% | 0.6 | 0% | -15%
Cc1ccc(CNC(=O)C2CCC(=O)N(Cc3cccc(C(F)(F)F)c3)C2)o1 (centres undefined) | i | 3.6% | i | -1% | -1% | 15% | 0.4 | nt | 12%
CCOC(=O)c1[nH]c2ccccc2c1NC(=O)c1ccc2c(c1)OCO2 | i | -0.3% | i | 3% | -9% | -4% | -0.9 | -1% | -20%
COc1ccc(C(=O)c2c[nH]c(C(=O)NCc3cccs3)c2)cc1 | i | 3.4% | i | 1% | 0% | 15% | 1.8 | -1% | 16%
CCN(CC)c1nc(-c2ccccc2)cc(C(F)(F)F)c1C#N | i | 2.1% | i | ? | 10% | 21% | 0.0 | -1% | nt
Cc1ccc(S(=O)(=O)N[C@@H](Cc2ccccc2)C(=O)N2CCC(C(=O)N[C@@H](CC(C)C)C(=O)O)CC2)cc1 | i | -0.6% | i | -2% | -4% | 2% | -3.3 | 0% | 11%
Brc1ccc(Oc2nnnn2-c2ccccc2)cc1 | i | 22% | i | 4% | -27% | -3% | -4.6 | -1% | 15%
CC1(C)OC(=O)C(=CNC(CCC(N)=O)C(=O)O)C(=O)O1 (centres undefined) | i | -0.2% | i | 1% | -11% | 2% | 0.1 | -2% | -12%
CCOC(=O)Cc1csc(NC(=O)CSc2nnc(-n3nc(C)cc3C)c3ccccc23)n1 | i | 3.0% | i | -15% | -35% | -4% | 1.3 | -13% | ?
O=C(CC1N=C2c3ccccc3N=C(SCc3ccccc3Cl)N2C1=O)NCCc1ccccc1 (centres undefined) | nt | 5.3% | i | -13% | -9% | 0% | nt | nt | nt
O=C1C2CCCN2C(c2ccco2)N1c1ccc(F)cc1 (centres undefined) | i | 0.4% | i | -1% | -8% | 8% | 0.5 | -4% | -4%
O=C(N/C(=C/c1cccs1)C(=O)N1CCCC1)c1ccccc1 | i | -0.2% | i | -5% | 4% | -5% | 2.8 | 0% | 11%
CN1CCN(CC2(O)CCN(S(=O)(=O)c3ccc(Cl)cc3)CC2)CC1 | i | -0.4% | i | 4% | -11% | -9% | -1.8 | 1% | 0%
CC(=O)c1cn(C)c(=O)c2ccccc12 | i | 0.3% | i | -10% | -3% | -6% | -2.2 | 0% | -3%
CCc1nnc(NC(=O)CSc2nc3c(C)cccc3[nH]2)s1 | i | 4.4% | i | 0% | -5% | -20% | 0.1 | 1% | -4%
COc1ccc(C2C(C(=O)Nc3ccccc3)=C(C)Nc3nc(-c4ccccc4Cl)nn32)cc1OC (centres undefined) | nt | 11% | i | -4% | -15% | 8% | nt | nt | ?
Cc1ccc(C)c(CN2C(=O)CSc3ccc(C(=O)NCc4ccc(F)cc4)cc32)c1 | nt | -1.0% | ? | 0% | 1% | 5% | nt | nt | 6%[9.27 µM]
COc1ccccc1-c1noc(-c2ccccc2C(=O)N2CCOCC2)n1 | i | 0.0% | i | 7% | 6% | 2% | -3.4 | -1% | nt
COc1ccc(C(=O)OCCNC(=O)c2ccncc2)cc1OC | i | 3.0% | i | -1% | -12% | -19% | 0.7 | 1% | -16%
Cc1cccn2cc(CNc3ccccc3)nc12 | i | 0.2% | i | 0% | -13% | 0% | -1.0 | 1% | ?
O=C(Nc1ccc(-c2cn3c(n2)SCC3)cc1)c1ccc2c(c1)OCO2 | i | -0.3% | i | 0% | -2% | 2% | 1.9 | -7% | -20%
CCNc1nc(NC(C)C)nc(SCCOc2ccc(C)cc2)n1 | i | 3.7% | i | -9% | -9% | ? | -1.3 | 1% | nt
CCCOc1cccc(C(=O)Nc2ccc(-c3nc4ccccc4s3)c(Cl)c2)c1 | nt | 5.7% | nt | 1% | -13% | -27% | nt | nt | -20%
NS(=O)(=O)c1ccc(CNC(=O)c2csc3c2CCCC3)cc1 | i | 2.4% | i | -7% | 0% | 2% | 1.1 | -1% | -18%
COC(=O)c1cc2sc(C)cc2n1Cc1ccc(F)cc1Cl | nt | -0.4% | nt | 9% | -16% | nt | nt | nt | 6%
COc1nc(NCC(C)C)nc(Oc2ccc(=O)n(-c3ccccc3)n2)n1 | i | -0.1% | i | -19% | 1% | 1% | 2.2 | -2% | 17%
Cc1nn(CC(=O)Nc2ccc(C(=O)N3CCCC3)cc2)c(=O)c2ccccc12 | i | 0.4% | i | -2% | -36% | -3% | -0.3 | 1% | -28%
Cc1cc(NS(=O)(=O)c2ccc3nc(-c4ccccc4)[nH]c3c2)ccc1Br | nt | -1.6% | ? | -11% | -98% | ? | nt | nt | 10%
COc1ccc(NC(=O)c2cnc3ccccn3c2=O)c(OC)c1 | i | -0.1% | i | -1% | 2% | -9% | 0.1 | nt | ?
O=C(CCN1C(=O)/C(=C/c2ccccc2F)SC1=S)NCCCn1ccnc1 | i | 24% | i | -5% | -49% | -11% | -2.7 | -4% | -13%
